High-throughput results from PubChem BioAssay.
STEP inh: STEP (human) phosphatase inhibition | inhibition, % at 20 µM | AID 588621 | recombinant STEP, OMFP fluorogenic substrate, fluorescence | P54829 | 0.25% of 360,000 active;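 active = inhibition at 20 µM, scaled per plate between control wells, above about 37%, limit read from the data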;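 note: 0% = DMSO with enzyme and substrate and 100% = substrate only without enzyme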
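System: STEP (striatal-enriched tyrosine phosphatase) enzyme, cell-free; medium: Bis-Tris pH 6.0 buffer with DTT, detergent; dosing: 20 µM, 1% DMSO; times: reaction 20 min, ambient temperature; detection: fluorescence, 480/540 nm; read-out basis: normalized % inhibition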
Rpn11 inh: inhibitors of human proteasome Rpn11 | O00487 | human 26S proteasome, Ub4-pepOG fluorescence polarization; 20S core pre-blocked with epoxomicin | calls only at 20 µM | 0.59% of 360,000 active;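 active = inhibition at 20 µM, scaled to each plate's controls, above about 33%, limit read from the data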
NadD inh: NadD (S. aureus) enzyme inhibition. 0.78% of 360,000 active. inhibition, % at 20 µM. purified NadD enzyme, colorimetric absorbance read-out; in the data active = inhibition above about 26%; note: some compounds past the cut are filed as inactive
SUMO1 PPI mod: alters human SUMO1 binding to SIM partners. SUMO1 binding to a labelled peptide, TR-FRET, 1 h. P63165. 0.33% of 360,000 active. inhibition, % at 20 µM; in the data active = inhibition above about 37%
DNMT1 inh: inhibitors of human DNMT1; P26358; DNMT1 molecular beacon, Hinp1I cleavage, fluorescence; inhibition (reported as % activation of signal), % at 10 µM; 0.83% of 360,000 active; AID 588458; in the data active = inhibition above about 50%
Scp-1 inhibitor: Scp-1 (human) phosphatase inhibition; Q9GZU7; Recombinant Scp1, phosphopeptide, malachite green phosphate absorbance; inhibition, % at 20 µM; 0.88% of 340,000 active; AID 493091;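 active = inhibition above about 50% at 20 µM, limit read from the data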;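 note: plate controls were DMSO wells with enzyme for no effect and wells lacking enzyme for full effect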
Target sequence (Q9GZU7 76-261 limits assumed): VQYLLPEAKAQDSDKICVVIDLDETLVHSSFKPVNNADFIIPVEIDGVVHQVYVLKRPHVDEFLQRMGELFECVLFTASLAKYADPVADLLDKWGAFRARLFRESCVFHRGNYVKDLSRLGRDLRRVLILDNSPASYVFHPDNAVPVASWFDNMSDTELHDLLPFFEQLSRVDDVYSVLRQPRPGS
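Times: enzyme reaction 45 min at room temperature, colour 5 min, stabilisation 30 min. Material: SCP-1 catalytic fragment, aa 76-261. Medium: Acidic Tris acetate buffer with magnesium and detergent. Signal: colorimetric free-phosphate detection, absorbance 630 nm. Read-out basis: % inhibition of SCP-1 phosphate liberation. Reagent: Phosphorylated 17-residue peptide substrate.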
Neddyl block: cullin neddylation inhibition | P61081+Q13564 | TR-FRET cullin neddylation, biochemical | calls only at 25 µM | 0.58% of 360,000 active; in the data active = inhibition above about 36%
Target sequence (P61081 whole entry, looked up): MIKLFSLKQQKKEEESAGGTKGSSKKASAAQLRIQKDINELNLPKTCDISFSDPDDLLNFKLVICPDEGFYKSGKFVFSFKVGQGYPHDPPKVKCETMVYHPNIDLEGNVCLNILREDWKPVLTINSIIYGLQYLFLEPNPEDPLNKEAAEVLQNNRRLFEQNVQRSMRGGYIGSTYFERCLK
Target sequence (Q13564 whole entry, looked up): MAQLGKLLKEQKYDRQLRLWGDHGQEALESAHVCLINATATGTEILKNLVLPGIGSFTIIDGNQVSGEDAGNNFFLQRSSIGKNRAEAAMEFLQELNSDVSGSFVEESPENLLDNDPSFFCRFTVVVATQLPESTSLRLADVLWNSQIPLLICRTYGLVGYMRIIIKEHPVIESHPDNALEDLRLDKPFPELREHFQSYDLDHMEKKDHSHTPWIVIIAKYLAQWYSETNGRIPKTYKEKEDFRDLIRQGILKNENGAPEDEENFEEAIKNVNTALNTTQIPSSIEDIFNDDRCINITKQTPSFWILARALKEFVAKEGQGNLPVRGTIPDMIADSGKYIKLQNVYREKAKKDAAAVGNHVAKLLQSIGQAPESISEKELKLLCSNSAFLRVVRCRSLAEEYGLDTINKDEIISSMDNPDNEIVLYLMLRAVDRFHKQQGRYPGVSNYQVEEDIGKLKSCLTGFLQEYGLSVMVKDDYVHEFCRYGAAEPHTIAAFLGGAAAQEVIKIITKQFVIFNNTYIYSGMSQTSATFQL
Rin1 Abl inh: inhibitors of human Rin1-Abl protein interaction. P00519+Q13671. TR-FRET Rin1/Abl binding, biochemical. inhibition, % at 7.35 µM. 0.4% of 360,000 active. AID 588664; in the data active = inhibition above about 5%, passing the limit was not always enough
CSN deneddyl inh: blocks human CSN-mediated cullin deneddylation; Q92905; Purified CSN, SCF-Nedd8-OG deneddylation, fluorescence polarization; inhibition, % at 12.5 µM; 0.38% of 360,000 active; AID 651999;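 active = pattern-corrected inhibition above about 35%, with an unprinted fluorescence ratio check between 0.5 and 1.5, limit read from the data, passing the limit was not always enough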;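 note: 0% = enzyme with substrate and 100% = substrate without enzyme; some results filed as inactive read as strong as hits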
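Detection – fluorescence polarization · System – HEK293T-derived human Csn5 enzyme · Controls – substrate-only high control, full reaction low control · Timing – 90 min, room temperature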
LMPTP block: LMPTP (human) inhibition; P24666; recombinant LMPTP-A, OMFP fluorogenic substrate, fluorescence intensity; inhibition, % at 20 µM; 0.22% of 360,000 active; AID 651560;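 active = compounds that cut the enzyme signal by at least half of the control window in the single-dose screen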;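 note: plate controls were DMSO wells with enzyme plus substrate for no effect and substrate without enzyme for full effect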
Target sequence (P24666 whole entry, looked up): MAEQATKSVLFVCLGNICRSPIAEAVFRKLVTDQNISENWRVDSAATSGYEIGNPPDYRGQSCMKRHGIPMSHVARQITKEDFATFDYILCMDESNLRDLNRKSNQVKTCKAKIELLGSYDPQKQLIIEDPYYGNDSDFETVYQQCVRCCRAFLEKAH
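Assay system: LMPTP-A phosphatase enzyme | Input: 0.625 nM enzyme | Also added: Fluorogenic phosphatase substrate OMFP at 400 µM final | Compound dosing: One test concentration per compound, 20 µM, with 3% DMSO overall | Schedule: 50 min enzyme reaction at room temperature, protected from light | Signal: Fluorescence intensity | Benchmarks: no-enzyme and uninhibited controls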
Numbers without * were called inactive; i = inactive; · = not tested or not shown; + = active, no number.

Each structure is followed by: STEP inh | Rpn11 inh | NadD inh | SUMO1 PPI mod | DNMT1 inh | Scp-1 inhibitor | Neddyl block | Rin1 Abl inh | CSN deneddyl inh | LMPTP block
1: Cc1ccnc(NC(=O)c2cc(-n3cnnc3)ccc2Cl)c1
    -5 | i | 0 | -1 | 4 | 9 | i | -4 | -2 | -0.7
2: COc1cccc(Nc2nc(-c3ccc4c(c3)OCCO4)cs2)c1
    -4 | i | 16 | -1 | -21 | -12 | i | 1 | -2 | 1.4
3: CN(C)C(=O)c1ccc(NC(=O)c2ccc(-c3ccc(Cl)cc3)o2)cc1
    4 | i | -4 | -24 | -2 | -3 | i | -3 | 2 | 0.1
4: COc1ccc(C2=CC(=O)CC(C)(C)C2)cc1
    -1 | i | -4 | -9 | -2 | -8 | i | -3 | 1 | -1.0
5: C=CCn1c(-c2ccc3[nH]c(C)c(C)c3c2)n[nH]c1=S
    -4 | i | -5 | 3 | 1 | 2 | i | 1 | 1 | -1.4
6: COc1ccccc1-c1nc(-c2ccccc2)[nH]c(=O)c1C#N
    -4 | i | 0 | 3 | 0 | -1 | i | -2 | 3 | -1.6
7: CCC/C(=N\NC(=O)CNC(=O)c1ccc(Cl)cc1)c1ccccc1
    -2 | i | 1 | 1 | -3 | -9 | i | -2 | 0 | 0.0
8: OCCN1CCN(C(=S)c2ccc(Br)cc2)CC1
    84* | i | -7 | -2 | 1 | 2 | i | 0 | -2 | -1.2
9: Cc1ccc(S(=O)(=O)N2CCC(C(=O)OCC(=O)N3C(C)CCCC3C)CC2)cc1C (stereo not drawn)
    0 | i | 2 | 1 | 3 | · | i | 0 | 1 | -1.5
10: COc1ccccc1CC(=O)Nc1c[nH]c(=O)[nH]c1=O
    -2 | i | 0 | 1 | 1 | -3 | i | -3 | -6 | -1.5
11: CCCCN(CC)S(=O)(=O)c1ccc(C(=O)Nc2nnc(COC)o2)cc1
    6 | i | 7 | 1 | 3 | -7 | i | -5 | 4 | -3.9
12: CN1CCN(S(=O)(=O)c2ccc(Nc3ccc(F)cc3)nc2)CC1
    -3 | i | -2 | -1 | -3 | -3 | i | 1 | -4 | 0.0
13: N/C(=N\OC(=O)c1ccc([N+](=O)[O-])cc1)c1cccnc1
    -1 | i | -4 | -28 | -1 | -3 | i | 1 | -12 | -0.6
14: CC(C)NC(=S)NNC(=O)C12CC3CC(CC(C3)C1)C2
    -1 | i | -6 | -2 | 2 | -4 | i | 1 | -5 | -1.6
15: COc1ccccc1CNC(=O)C1(C)CCN1C(=O)Cc1ccc(-c2ccccc2)cc1 (stereo not drawn)
    -2 | i | -4 | -5 | -3 | · | i | -1 | 4 | 1.6
16: Cc1cc(C)n(-c2nc3ccccc3c(=O)n2OCc2ccc(F)cc2)n1
    -2 | i | 11 | 0 | -1 | -3 | i | 2 | -4 | -0.6
17: COc1ccc(F)cc1S(=O)(=O)N1CCC2(CC1)OCCN2S(=O)(=O)c1cccs1
    0 | i | -6 | 4 | 0 | 1 | i | -5 | -5 | 0.3
18: Cc1ccc(Sc2c(C)nn(C(=O)CNS(=O)(=O)c3ccc(F)cc3)c2C)cc1
    4 | i | -8 | -3 | -4 | -14 | i | -2 | -1 | 2.8
19: O=S(=O)(NCC(c1ccccc1)N1CCNCC1)c1ccc(Cl)cc1 (stereo not drawn)
    2 | i | -1 | -1 | -9 | -7 | i | -2 | 5 | -0.5
20: CCc1nc2ccc(C(=O)Nc3cccc(NS(C)(=O)=O)c3)cn2c1N(C)Cc1nccn1C
    -1 | i | 1 | -1 | -1 | · | i | -3 | 0 | -1.3

Ordered by formula weight (highest first): part of the list above.
Each structure is followed by: STEP inh | Rpn11 inh | NadD inh | SUMO1 PPI mod | DNMT1 inh | Scp-1 inhibitor | Neddyl block | Rin1 Abl inh | CSN deneddyl inh | LMPTP block
15: COc1ccccc1CNC(=O)C1(C)CCN1C(=O)Cc1ccc(-c2ccccc2)cc1 (stereo not drawn)
    -2 | i | -4 | -5 | -3 | · | i | -1 | 4 | 1.6
12: CN1CCN(S(=O)(=O)c2ccc(Nc3ccc(F)cc3)nc2)CC1
    -3 | i | -2 | -1 | -3 | -3 | i | 1 | -4 | 0.0
2: COc1cccc(Nc2nc(-c3ccc4c(c3)OCCO4)cs2)c1
    -4 | i | 16 | -1 | -21 | -12 | i | 1 | -2 | 1.4
1: Cc1ccnc(NC(=O)c2cc(-n3cnnc3)ccc2Cl)c1
    -5 | i | 0 | -1 | 4 | 9 | i | -4 | -2 | -0.7

(continued)
Each structure is followed by: STEP inh | Rpn11 inh | NadD inh | SUMO1 PPI mod | DNMT1 inh | Scp-1 inhibitor | Neddyl block | Rin1 Abl inh | CSN deneddyl inh | LMPTP block
21: COc1cc(O)cc(/C=C/c2ccccc2)c1
    -4 | i | -7 | -11 | 2 | 2 | + | -2 | 1 | 3.3
22: CC(=O)c1c(C)[nH]c(C(=O)OCC(=O)N(CC(C)C)C2CCS(=O)(=O)C2)c1C (stereo not drawn)
    1 | i | 11 | -4 | 3 | 4 | i | 2 | -1 | 1.1
23: O=C(c1cc2ncccn2n1)N1CCc2c([nH]c3ccccc23)C1c1ccccc1F (stereo not drawn)
    2 | i | 10 | -3 | -15 | -4 | i | 1 | -5 | 2.3
24: Cc1cc(OCC(=O)NCc2ccccn2)c2c(C)cc(=O)oc2c1
    -2 | i | -9 | -1 | 4 | -11 | · | 4 | 2 | -1.8
25: CCCCN(C(=O)c1cccs1)C1CCS(=O)(=O)C1 (stereo not drawn)
    2 | i | 2 | 5 | 2 | 2 | i | 2 | -4 | 0.1
26: COc1ccc(NC(=O)COC(=O)c2ncc(Cl)c(Cl)c2Cl)c(OC)c1
    -2 | i | -4 | 6 | 2 | -5 | i | 1 | -2 | -0.2
27: Cc1nc2nc(C)c(NS(=O)(=O)c3cccs3)c(=O)n2[nH]1
    -3 | i | 2 | 4 | 1 | -1 | i | 3 | 3 | -2.8
28: CC(=O)Nc1ccc(SCC(=O)c2c(N)n(Cc3ccccc3)c(=O)n(C)c2=O)cc1
    -1 | i | -7 | -3 | 1 | -5 | i | 0 | 0 | -1.0
29: CCOC(=O)C1(CCOC)CCN(C2C3CC4CC(C3)CC2C4)CC1 (stereo not drawn)
    0 | i | -1 | 3 | 0 | -5 | i | 0 | 5 | 1.8
30: CC1(C)N=c2ccc([N+](=O)[O-])c(N)c2=[N+]1[O-]
    2 | i | -4 | -43 | 4 | -2 | i | -15 | -2 | 1.3
31: CN1CCN(C2Cc3ccc(Cl)cc3Sc3ccc(F)cc32)CC1 (stereo not drawn)
    2 | i | -5 | 22 | 4 | -3 | i | 2 | 0 | -0.3
32: CNNC(=S)NCCC1=CCCCC1
    2 | i | 1 | 0 | 2 | -7 | i | -1 | -3 | -0.1
33: CCOc1ccccc1Oc1coc2cc(OC)ccc2c1=O
    2 | i | -3 | -3 | -2 | -9 | i | 2 | -2 | -0.9
34: O=C(CSc1nnc(CNC(=O)c2ccccc2)o1)NCc1ccc(F)cc1
    -3 | i | 0 | 1 | 2 | -5 | i | -3 | 5 | -0.4
35: N#Cc1ccccc1NC(=O)COC(=O)c1ccc(F)cc1F
    -2 | i | -1 | 0 | 1 | -2 | i | 3 | -1 | -1.3
36: CCOC(=O)N1CCN(c2cc(=O)n(-c3ccc(OC)cc3)c(=O)[nH]2)CC1
    1 | i | -3 | 2 | 1 | -4 | i | -1 | -2 | -0.2
37: COc1ccccc1Nc1nc(N)nc(CSc2ncccn2)n1
    -1 | i | -4 | 2 | 3 | -3 | i | 2 | -1 | -1.2
38: Cc1ccc(N/N=C(\C#N)C(N)=S)cc1C
    -2 | i | 1 | -9 | -40 | -2 | i | -4 | 2 | 1.0
39: CCn1c(CC(=O)Nc2ccccc2F)nnc1SCC(=O)Nc1nnc(C)s1
    -2 | i | -6 | 8 | 3 | -3 | i | 0 | 0 | -0.9
40: CCCC(=O)Nc1ccc(Cl)c(NC(=O)C(C)(C)C)c1
    -1 | i | 4 | 3 | -1 | -2 | i | 5 | -2 | -1.3

(next part)
Each structure is followed by: STEP inh | Rpn11 inh | NadD inh | SUMO1 PPI mod | DNMT1 inh | Scp-1 inhibitor | Neddyl block | Rin1 Abl inh | CSN deneddyl inh | LMPTP block
41: Cc1coc2c1c(C)cc1oc(=O)c(CC(=O)NCC(=O)O)c(C)c12
    0 | i | -4 | -12 | 2 | 0 | · | -1 | 0 | -2.1
42: Cc1ccccc1N(C(=O)c1csnn1)C(C(=O)NC1CCCCC1)c1ccncc1 (stereo not drawn)
    -4 | i | -1 | 3 | 3 | 8 | i | 1 | 3 | -1.1
43: CCOc1ccc(N2C(=O)CC(SC(=NC)Nc3ccc4c(c3)OCO4)C2=O)cc1 (stereo not drawn)
    -5 | i | -2 | 2 | -3 | -5 | i | 1 | 0 | 1.6
44: Cc1cccc(OCCC(=O)NCC(=O)Nc2cccc(C)c2C)c1
    1 | i | 3 | 3 | -2 | -7 | i | -2 | -2 | -0.3
45: Cc1nc2ccsc2c(=O)n1-c1ccc(Cl)cc1
    -1 | i | 4 | 5 | -3 | -8 | i | 2 | 0 | -1.6
46: Cc1cccn2cc(CCNC(=O)c3ccco3)nc12
    0 | i | -1 | -3 | 0 | -8 | i | -2 | -2 | -2.2
47: CC(C)(C)c1ccc(Oc2ccc(NC(=O)CCCC(=O)O)cn2)cc1
    0 | i | -1 | 13 | -4 | 38 | i | 1 | -3 | -1.4
48: O=C(CSc1nnc(-c2ccncc2)o1)Nc1cccc(F)c1
    -1 | i | -1 | 5 | 1 | -7 | i | -2 | 0 | -1.6
49: O=C(O)c1cccc(-c2noc(-c3cccc(Cl)c3)n2)c1
    3 | i | -1 | 14 | 83* | -6 | i | 0 | 1 | -1.0
50: CC[C@]1(c2cccc(C)c2)C(=O)N(C(=O)OC)N1C(=O)OC
    0 | i | -2 | 4 | 3 | -2 | i | 1 | 2 | -1.7
51: O=C(Nc1cccc(NC(=O)c2ccc(Br)o2)c1)c1ccccc1
    0 | i | -2 | 2 | 0 | -10 | i | 1 | 1 | 1.1
52: O=C(C[C@H]1CC[C@@H](NS(=O)(=O)c2ccccc2)[C@@H](CO)O1)NCc1ccc(Cl)c(Cl)c1
    · | · | · | 7 | · | · | i | · | 0 | 3.0
53: Cc1cccc(N=Cc2c(O)cc(C)oc2=O)c1
    -1 | i | 0 | -1 | 1 | 3 | i | 1 | 4 | -1.4
54: COc1ccc(NC(=O)N(C)C[C@H]2Oc3ccc(NC(=O)Nc4ccc5c(c4)OCO5)cc3C(=O)N([C@H](C)CO)C[C@@H]2C)cc1
    0 | i | 8 | 3 | -2 | 22 | i | 4 | -3 | -0.8
55: c1ccc(Oc2ncnc3oc(-c4ccccc4)cc23)cc1
    -10 | i | 2 | 6 | 5 | -12 | i | 0 | -3 | -2.6
56: Cc1cccc(OCCCCNCc2ccccc2)c1
    0 | i | 4 | -3 | -1 | -3 | i | 2 | -2 | -1.3
57: Cc1nc2cc(S(=O)(=O)N3CCC(C(=O)O)CC3)ccc2n1C1CCCC1
    11 | i | -1 | 3 | 4 | 4 | i | 2 | -5 | -1.6
